Screens as filed in PubChem BioAssay.
TEAD-YAP inh – TEAD-YAP interaction inhibition; HEK-TIYL cells, TEAD-Gal4/YAP UAS-luciferase luminescence; inhibition, % at 9.12 µM; 640,000 compounds, 1.4% hits; in the data active means inhibition above about 32%;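 further: 0% = median of test compound wells and 100% = reference inhibitor wells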
FBW7 activator – human FBW7 E3 ligase activation, primary screen; Q969H0; AlphaScreen FBW7–phospho-cyclin E peptide binding, activator screen; normalized activity (activation), % at 26.1 µM; 650,000 compounds, 0.13% hits; AID 1259310; in the data active means normalized activity above about 1.9%;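 further: purified mutant Fbw7 with reduced substrate affinity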
Target sequence (Q969H0 whole entry, looked up): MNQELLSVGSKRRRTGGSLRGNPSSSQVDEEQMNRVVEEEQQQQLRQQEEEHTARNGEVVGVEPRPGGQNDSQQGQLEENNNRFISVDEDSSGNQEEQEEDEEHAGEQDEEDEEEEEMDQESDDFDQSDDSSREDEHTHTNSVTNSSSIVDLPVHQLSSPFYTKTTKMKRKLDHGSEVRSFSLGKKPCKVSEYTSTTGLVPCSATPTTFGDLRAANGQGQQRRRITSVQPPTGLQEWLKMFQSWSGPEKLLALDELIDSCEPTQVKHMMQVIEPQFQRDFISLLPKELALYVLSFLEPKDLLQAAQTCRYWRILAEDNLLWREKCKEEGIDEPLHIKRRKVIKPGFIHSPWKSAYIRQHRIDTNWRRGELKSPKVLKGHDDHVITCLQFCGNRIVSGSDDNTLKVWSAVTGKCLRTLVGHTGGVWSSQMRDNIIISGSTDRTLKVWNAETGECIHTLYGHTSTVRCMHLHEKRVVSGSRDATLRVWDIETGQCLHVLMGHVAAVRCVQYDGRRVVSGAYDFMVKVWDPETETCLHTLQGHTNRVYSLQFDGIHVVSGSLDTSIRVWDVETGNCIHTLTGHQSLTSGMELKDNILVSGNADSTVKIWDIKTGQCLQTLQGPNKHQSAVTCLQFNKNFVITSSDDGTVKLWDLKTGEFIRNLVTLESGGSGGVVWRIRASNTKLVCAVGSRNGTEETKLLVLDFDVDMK
MITF inh – human MITF inhibition, primary screen; 650,000 compounds, 0.91% hits; inhibition, % at 2.6 µM; O75030; AlphaScreen MITF homodimerization, bead proximity signal; in the data active means inhibition above about 50%;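 further: 0% = vehicle wells with protein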
GPR151 activ – activates the human receptor GPR151 | Q8TDV0 | PathHunter beta-arrestin GPR151 cells, luminescence | activation, % at 11.2 µM | 650,000 compounds, 1% hits | AID 1508602; in the data active means activation above about 4.9%;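 further: 0% = median of compound wells and 100% = cells with positive control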
Target sequence (Q8TDV0 whole entry, looked up): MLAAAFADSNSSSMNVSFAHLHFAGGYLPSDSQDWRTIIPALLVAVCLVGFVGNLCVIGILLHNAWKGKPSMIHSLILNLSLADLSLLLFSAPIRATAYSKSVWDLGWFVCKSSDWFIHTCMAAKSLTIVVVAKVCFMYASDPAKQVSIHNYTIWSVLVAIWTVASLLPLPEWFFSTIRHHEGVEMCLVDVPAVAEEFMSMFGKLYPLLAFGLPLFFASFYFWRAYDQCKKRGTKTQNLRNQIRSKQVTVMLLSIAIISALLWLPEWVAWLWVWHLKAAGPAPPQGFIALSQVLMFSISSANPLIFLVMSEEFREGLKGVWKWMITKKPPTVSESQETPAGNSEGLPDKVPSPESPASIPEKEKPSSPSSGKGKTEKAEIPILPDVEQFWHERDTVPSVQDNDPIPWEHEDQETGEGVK
An asterisk follows results filed as active.

SMILES	TEAD-YAP inh	FBW7 activator	MITF inh	GPR151 activ
COCc1[nH]nc2c1C(c1cccc(O)c1)C(C#N)=C(N)O2 (configuration not stated)	-2	-0.1	6	-0.1
CCOC(=O)C1CCN(C(=O)c2sc3ncn(CC)c(=O)c3c2C)CC1	3	0.1	10	-0.6
O=C(OCc1ccccc1)c1ccc(O)cc1	-18	0.5	12	-3.2
CCN1C(=O)C(=Cc2ccc(N3CCCCC3)cc2)C(=O)N(CC)C1=S	3	-0.3	-1	1.0
O=C(Nc1ccccc1)C1CCN(C(=O)c2ccccc2)CC1	-4	-0.1	-12	1.5
COc1ccc(/C=C2/C(=O)NC(=O)N(Cc3ccccc3)C2=O)cc1	2	-0.2	7	1.5
O=C(O)CC1C(=O)NN=C2c3ccccc3N=CN21 (configuration not stated)	5	0.1	14	-0.3
Cc1nnc(SCCCn2c(N3CCCCC3)nc3c2c(=O)[nH]c(=O)n3C)s1	-9	-0.2	8	-0.7
CCCS(=O)(=O)N1CCCc2ccc(NS(=O)(=O)c3cc(C)ccc3C)cc21	4	-0.1	5	-0.1
COC(=O)[C@@H]1CCCN1Cc1ccc2c(c1)CN(Cc1ccc(NC(C)=O)cc1)CCO2	4	-0.1	9	-0.9
CCC(C)NC(=O)C1CCCN(S(=O)(=O)N2CCC3(CC2)OCCO3)C1 (configuration not stated)	-6	0.8	13	-0.3
Cc1ccccc1CNC(=O)C(=O)Nc1ccccc1F	-30	0.0	1	-0.7
CCCCCN1C2=C(C(=O)CC(C)(C)C2)C(c2cc(Br)ccc2OC)C2=C1CC(C)(C)CC2=O	14	0.1	-1	1.0
O=C1C(C=NCc2ccccn2)=C(O)c2ccccc21	-32	-0.8	24	-2.0
CC(C)OC(=O)c1ccc(NS(=O)(=O)c2ccc(F)c(F)c2F)cc1	5	0.0	4	-0.4

Next part (6 carried over from the part before).
SMILES	TEAD-YAP inh	FBW7 activator	MITF inh	GPR151 activ
COC(=O)[C@@H]1CCCN1Cc1ccc2c(c1)CN(Cc1ccc(NC(C)=O)cc1)CCO2	4	-0.1	9	-0.9
CCC(C)NC(=O)C1CCCN(S(=O)(=O)N2CCC3(CC2)OCCO3)C1 (configuration not stated)	-6	0.8	13	-0.3
Cc1ccccc1CNC(=O)C(=O)Nc1ccccc1F	-30	0.0	1	-0.7
CCCCCN1C2=C(C(=O)CC(C)(C)C2)C(c2cc(Br)ccc2OC)C2=C1CC(C)(C)CC2=O	14	0.1	-1	1.0
O=C1C(C=NCc2ccccn2)=C(O)c2ccccc21	-32	-0.8	24	-2.0
CC(C)OC(=O)c1ccc(NS(=O)(=O)c2ccc(F)c(F)c2F)cc1	5	0.0	4	-0.4
COc1cc2c(c(OC)c1OC)-c1c(cc3c(c1OC)OCO3)CC(C)C(C)C2 (configuration not stated)	-3	-0.1	-2	-0.2
CCOCCn1cnc2sc(C(=O)Nc3cccc(C(F)(F)F)c3)c(C)c2c1=O	-5	0.0	5	0.2
N#Cc1ccc(OCC(=O)N2CCN(S(=O)(=O)c3c(F)cccc3F)CC2)cc1	-11	0.0	12	-1.0
CC(=O)Nc1ccc(Nc2nc(Nc3ccc4ncccc4c3)nc3c2ncn3CCN2CCCC2=O)cc1	0	-0.1	4	0.1
O=C(Nc1cccc2ccc(-n3ccnc3)nc12)c1ccccc1Cl	9	2.3*	2	1.1
C/C(=N\Nc1ccc([N+](=O)[O-])cc1[N+](=O)[O-])c1cc2cc(Br)ccc2oc1=O	-10	0.3	-4	-1.4
COc1ccc(-c2csc(NC(=O)c3cc(=O)c4ccccc4o3)n2)cc1	1	0.1	10	0.0
CSc1ccccc1N1C(=O)CN(Cc2cn[nH]c2)CC1C (configuration not stated)	-6	0.1	-2	0.5
O=C(Cn1c(=O)oc2ccccc21)N1CC(c2nc3ccccc3[nH]2)C1	8	-0.3	1	0.0
COC(=O)c1ccccc1NC(=O)c1ccc(C)cc1Cl	-6	0.0	-2	-0.8
CC(C)n1cc(-c2cnc3ccccc3n2)cn1	72*	-0.2	-1	-8.4
CC1CCc2c(sc3ncn(C4CCN(C(=O)C(C)C)CC4)c(=O)c23)C1 (configuration not stated)	-13	-0.1	18	0.2
Cc1cccc(NC(=O)CN(C2=NC3CS(=O)(=O)CC3S2)c2ccccc2)c1 (configuration not stated)	5	-0.2	17	-2.0
COCCNC(=S)Nc1cccc(C)c1	2	0.2	9	0.4
CC(C)C(=O)c1cn(CC(=O)N2CCCCC2)c2ccccc12	-8	-0.1	8	0.6

Profiles, looked up by structure. Order of screens: TEAD-YAP inh | FBW7 activator | MITF inh | GPR151 activ
Profile of CSc1ccccc1N1C(=O)CN(Cc2cn[nH]c2)CC1C (configuration not stated) : -6 | 0.1 | -2 | 0.5
Profile of Cc1cccc(NC(=O)CN(C2=NC3CS(=O)(=O)CC3S2)c2ccccc2)c1 (configuration not stated) : 5 | -0.2 | 17 | -2.0

New compounds follow:
SMILES	TEAD-YAP inh	FBW7 activator	MITF inh	GPR151 activ
CCCOC(=O)C1=C(C)N(C)C(=O)NC1c1cc(OC)ccc1OC (configuration not stated)	3	0.2	13	0.1
O=C(/C=C/c1cccs1)NCc1ccc(F)cc1	-42	0.2	15	-0.5
Clc1ccc(-c2noc(C34CC5CC(CC(C5)C3)C4)n2)cc1	9	0.0	12	0.1
CCSc1sc(CC)cc1C1C(C(=O)Nc2ccccn2)=C(C)NC2=C1C(=O)CC(c1ccccc1)C2 (configuration not stated)	1	-0.2	-6	0.9
CC(=O)N1C(=O)c2cccc3cccc1c23	4	0.3	4	1.2
COc1cccc(OC)c1C(=O)Nc1cc(Cl)ccc1O	-2	0.1	8	0.6
CCOC(=O)c1c(NC(=O)c2cccc(N3C(=O)CCC3=O)c2)sc2c1CCCC2	7	0.0	14	0.4
O=C(Nc1cccc(N2CCC(NCc3ccc(Cl)s3)CC2)c1)C1CC1	-20	-0.2	-7	0.7
O=C(NC1CCCC1)c1cc(-c2ccc(Br)cc2)on1	-46	0.5	13	-1.4
O=C1CC(c2ccccc2)CC(O)=C1C=Nc1cccc(Cl)c1 (configuration not stated)	5	0.1	-13	1.1
CCc1ccc(-c2cc(C(=O)Nc3ccc(F)c(F)c3)c3ccccc3n2)cc1	6	-0.2	-11	0.9
C/C(=N\NC(=O)c1ccccc1F)c1ccc(C#N)cc1	-44	0.1	3	-1.4
Clc1ccc(Nc2c3c(nc4ccccc24)CCC3)cc1	0	-0.5	11	1.3
Cc1cccc(CN[C@H]2C[C@H]3C(=O)N[C@@H](C)C(=O)N3C2)c1	3	0.2	13	-0.6
Cc1c(Br)cc(NCC(=O)N/N=C\c2cccnc2)cc1Br	-4	0.1	1	0.1
COc1ccc(CCNC(=S)NC2CC2)cc1	16	0.1	6	-0.6
Cn1c(=N)n(CC(=O)c2ccccc2)c2ccccc21	45*	0.4	5	-1.0
COc1cccc2cc(-c3nnc(Nc4ccc(Br)cc4)s3)c(=O)oc12	-1	0.0	8	-0.4
CCN(CC)C(=O)C1CCCN(c2nc(NCc3cccc(C(F)(F)F)c3)c3ncn(Cc4ccc(C(F)(F)F)cc4)c3n2)C1 (configuration not stated)	-8	0.8	9	-1.1
COc1ccc(Br)cc1C(=O)N/N=C/c1cccs1	-4	0.1	7	1.2
CCOC(=O)c1c(C)n(CCOc2ccc(C)cc2)c2ccc(O)cc12	3	0.7	7	-0.4
CCOC(=O)c1ccc(NC(=O)/C(=C\c2ccc([N+](=O)[O-])cc2)NC(=O)c2ccco2)cc1	2	-0.3	2	6.2*
CN(Cc1ccccc1)CC(O)COc1ccc(CNC2CCC(O)CC2)cc1 (configuration not stated)	-1	-0.1	-9	0.8
COc1cc(/C=N\NC(=O)c2ccccn2)cc(OC)c1OC	-62	-0.1	8	4.5
CCCCCC(=O)N1c2ccccc2NC2=C(C(=O)CC(c3ccc(C(C)(C)C)cc3)C2)C1c1cccs1 (configuration not stated)	2	0.0	-5	0.9
Cn1c(=O)c2c(nc(NC3CCCCC3)n2Cc2ccc(F)cc2)n(C)c1=O	-6	-0.1	-4	-1.3
CC1CCN(C(=O)CCNC(=O)Cn2cnc3sc4c(c3c2=O)CCCC4)CC1	-2	0.1	1	0.4
O=C(CSc1nnc(NC(=O)C2CCC2)s1)Nc1nccs1	0	0.0	3	-3.3
C=CCSC1=C(C#N)C(c2ccccc2C)CC(=O)N1 (configuration not stated)	-7	0.1	13	-1.3
COc1ccccc1/C=N/NC(=O)C(C)O (configuration not stated)	-17	0.0	-10	-0.3
COc1ccc(-n2cc(C(=O)N3CCC(c4ccccc4)C3)c3ccccc3c2=O)cc1 (configuration not stated)	-6	0.6	17	0.5
CSc1ncc(Cl)c(C(=O)Nc2sc3c(c2C(=O)NCc2ccco2)CCC3)n1	-4	-0.1	12	-0.1
Nc1ccc(C(=O)Nc2c(Cl)cccc2Cl)cc1	2	0.2	4	-0.2
COc1cc(NC(=O)CSc2nnc3c4ccccc4n(C)c3n2)cc(OC)c1OC	-6	0.1	26	-0.8
COc1cc(Nc2cc(-c3ccc(C(=O)NC4CC4)cc3)ncn2)cc(OC)c1OC	-6	-0.1	4	1.3
CC(C)(C)NC(=O)C(c1ccccn1)N(Cc1ccc(F)cc1)C(=O)c1csnn1 (configuration not stated)	-6	0.3	15	-0.8
CCn1c(-c2ccccc2)c(C)sc1=Nc1cccc([N+](=O)[O-])c1	1	-0.4	20	-0.7
COc1ccc(S(=O)(=O)N(CC(=O)NCc2cccnc2)Cc2ccccc2)cc1OC	8	-0.1	24	-1.3
CCN(CC)S(=O)(=O)c1ccc(Cl)c(C(=O)Oc2cccnc2)c1	4	0.0	4	-0.1
CCC(C(=O)Nc1cc(OC)ccc1OC)c1ccccc1 (configuration not stated)	0	0.0	2	-0.4
CCOC(=O)N/N=C(\C)c1ccc(Oc2ncccn2)cc1	-9	-0.1	-16	0.1
Cc1cc(-c2cnc(N3CCOCC3)nc2C2CCN(CC3CCC=CO3)CC2)on1 (configuration not stated)	-6	-0.1	-1	-0.2
COCCNC(=O)c1cc(-c2cccs2)nn1C	5	0.0	-3	0.2
COCCNc1ncnc2c1cnn2-c1ccc(OC)cc1	-92	0.5	18	1.8
CC(C)Cn1c(C2COc3ccccc3O2)nc2ncc(-c3ccncc3)cc21 (configuration not stated)	-3	-0.1	8	0.0
Cc1ccc(C)c(N(CC(=O)NC2CCCCC2)C(=O)CCC(=O)Nc2ccccn2)c1	4	0.1	37	0.7
CCOc1ccc(/C=N/Nc2nncc(-c3ccccc3)n2)cc1OC	-6	0.1	19	0.3
COC(=O)CN(c1ccccc1)S(=O)(=O)c1ccc(C)cc1	2	0.9	10	0.6
O=C(CNC(=O)c1cccs1)NC1CCCCCC1	-21	-0.1	1	0.6
CC1(C)C(=O)Nc2ccccc2N1C(=O)COC(=O)c1ccc(-c2ccc([N+](=O)[O-])cc2)o1	-2	-0.2	-6	-0.1
Nc1n[nH]c(-c2ccccc2)c1-c1ccccc1	1	0.0	9	-0.3
CC(=O)Nc1cc(N=Cc2ccccc2O)c(Cl)cc1Cl	6	1.0	6	0.6
CN(C)C(CNc1nnnn1-c1ccccc1)c1ccco1 (configuration not stated)	-5	0.0	19	-1.1
CC1=NN(c2ccccc2)C(=O)/C1=C/N1CCCCC1	0	-0.1	-5	1.1
CCN(c1ccccc1)S(=O)(=O)c1ccc(F)c(C(=O)Nc2cc(OC)ccc2OC)c1	4	0.1	8	-2.0
COc1nc(NCCO)nc(Nc2ccc(Cl)cc2)n1	7	0.1	9	-1.0
COc1ccc2cc(-c3[nH]ncc3CN(C)Cc3cc(C)[nH]n3)ccc2c1	-27	-0.1	9	-0.6
Cc1c(Cl)cccc1NC(=S)NCCCO	-3	0.3	26	-1.2
CCN1CCCC1CNC(=O)c1n[nH]c(=O)c2ccccc12 (configuration not stated)	5	1.5	-1	0.1
Cc1ccccc1CN[C@H]1C[C@H]2C(=O)N[C@@H](Cc3ccccc3)C(=O)N2C1	7	-0.2	6	0.1
Carrying on:
SMILES	TEAD-YAP inh	FBW7 activator	MITF inh	GPR151 activ
Cc1cc(F)c(F)cc1C(=O)N1CCN(c2cc(C)c([N+](=O)[O-])cc2F)CC1	-7	-0.1	6	0.8
Cc1c(Cl)cccc1NC(=O)c1cc(S(=O)(=O)NCc2ccccc2)ccc1F	3	0.5	12	-1.7
C=Cn1cc(C)c(=O)[nH]c1=O	1	-0.1	-3	2.0
O=C(CSC1CCCC1)Nc1cccc2ccc(-n3cccc3)nc12	1	-0.3	9	0.0
CCOC(=O)C1CCN(Cc2cccc(OC)c2O)CC1	-3	0.1	19	0.0
CC(C)c1nnc2n1CCN(Cc1ccc(C#CC(C)(C)O)cc1)CC2	9	0.2	2	0.5
Cc1cc2c(c(=O)o1)C(c1ccc(C(F)(F)F)cc1)C(C(=O)OC(C)C)=C(N)O2 (configuration not stated)	0	0.1	-4	-0.5
CCCCNC(=O)c1ccc2ncsc2c1	-10	-0.1	4	-0.8
Cc1cc(C)n(CCN(C(=O)c2ccno2)c2nc3c(C)c(Cl)ccc3s2)n1	1	-0.1	-2	2.3
CC(CCc1ccccc1)NC(=O)Cn1cc2c(n1)CCCC2 (configuration not stated)	-7	0.1	-18	0.6
N#Cc1c(NC(=O)c2ccncc2)sc2c1CCCC2	-33	0.0	13	-0.3
CN(C1=NS(=O)(=O)c2ccccc21)c1ccc(OC(=O)c2ccncc2)cc1	-9	0.2	8	0.9

Three compounds already listed, ordered by SMILES length, low to high.
SMILES	TEAD-YAP inh	FBW7 activator	MITF inh	GPR151 activ
CCOC(=O)C1CCN(Cc2cccc(OC)c2O)CC1	-3	0.1	19	0.0
CC(CCc1ccccc1)NC(=O)Cn1cc2c(n1)CCCC2 (configuration not stated)	-7	0.1	-18	0.6
CN(C1=NS(=O)(=O)c2ccccc21)c1ccc(OC(=O)c2ccncc2)cc1	-9	0.2	8	0.9
